From PubChem
Abeta yeast res – compounds reversing amyloid beta toxicity in yeast; yeast expressing A-beta42, growth rescue, OD600, 48 h; response scale: 0% DMSO, 100% iron-clioquinol control; Potency, µM (titrated, usually from 46.1 µM), inactives show top-dose growth rescue, actives largely listed as activators; 0.063% of 410,000 active; AID 1347071; note: potency is the fitted concentration of half-maximal effect; nearly all actives have a fitted effect of over 55% in size
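Yeast growth medium received pinned compounds, then yeast cells expressing toxic A-beta were added; plates incubated at 30 C for 48 hr. Growth read as absorbance at 600 nm, normalized to DMSO and equimolar FeCl3 plus clioquinol controls.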
IL-2 act – activators of IL-2. IL-2 activation reporter assay, cell-based qHTS; stimulated with anti-CD3/CD4/CD28 beads; in transgenic mouse T cells. activation, % (series mostly up to about 46 µM). 0.065% of 360,000 active. AID 652025; in the data active = activation above about 50%; inconclusive = mostly about 30% to 49%; note: 0% is about no effect
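Unstimulated transgenic mouse T cells, 750 per well, received compound and, after 60 minutes, anti-CD3/anti-CD4 bead plus anti-CD28 stimulation. EGFP and DsRed were quantified after 18 hours.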
FUS yeast rescue – rescues growth of FUS-expressing yeast; S. cerevisiae FUS-expressing, growth rescue, OD600, 24 h; Potency, µM (titrated, usually from 76.6 µM), for inactives: at the top dose growth rescue (activation), actives largely listed as activators; 0.24% of 390,000 active; AID 1347120;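 note: potency is the fitted concentration of half-maximal effect; plate controls were DMSO vehicle for no effect and reference control for full effect; nearly all actives have a fitted effect of over 55% in size; some results filed as inactive show a strong effect at the top dose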
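Steps: raffinose overnight preculture; dilution to OD 0.005 in 2% galactose minimal medium; compound addition (concentration series); 24hr at 30C, 99% humidity; absorbance read at 600 nm.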
PLK1 PBD block – inhibitors of human PLK1 polo-box domain binding; P53350; Plk1 PBD binding of FITC phosphopeptide, fluorescence polarization; Potency, µM, inactives show max response, negative = inhibition, hits mostly inhibitors; 2.8% of 360,000 active; AID 720504; note: potency is the fitted concentration of half-maximal effect; series mostly up to about 57 µM; % is set by controls: 0 for no effect and ±100 for the full control effect; nearly all actives have a fitted effect of over 65% in size
Target sequence (P53350 whole entry, looked up, the tested form may be a part): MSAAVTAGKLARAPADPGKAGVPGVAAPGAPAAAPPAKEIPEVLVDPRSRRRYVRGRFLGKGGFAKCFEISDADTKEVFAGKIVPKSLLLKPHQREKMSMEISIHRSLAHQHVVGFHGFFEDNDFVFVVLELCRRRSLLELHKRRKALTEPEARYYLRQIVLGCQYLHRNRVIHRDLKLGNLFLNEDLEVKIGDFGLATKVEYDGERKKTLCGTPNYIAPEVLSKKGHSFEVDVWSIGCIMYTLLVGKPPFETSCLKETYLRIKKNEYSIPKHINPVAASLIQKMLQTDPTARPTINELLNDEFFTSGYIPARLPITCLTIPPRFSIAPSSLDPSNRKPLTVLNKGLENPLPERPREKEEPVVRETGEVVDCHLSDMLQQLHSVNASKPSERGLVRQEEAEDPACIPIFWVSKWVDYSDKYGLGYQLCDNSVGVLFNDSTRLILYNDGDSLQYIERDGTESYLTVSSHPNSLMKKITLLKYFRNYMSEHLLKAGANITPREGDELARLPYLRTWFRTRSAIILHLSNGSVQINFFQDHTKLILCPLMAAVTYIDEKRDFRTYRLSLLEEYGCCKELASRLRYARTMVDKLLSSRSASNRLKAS
PI5P4Ka inh – inhibitors of human PI5P4K alpha. 1.2% of 330,000 active. max response, %. PI5P4Kalpha enzyme, ADP-Glo luminescence, 60 min; hits give low values. AID 652105; active = max response of -50% or lower; inconclusive = between -30% and -50%; inactive = -30% or higher; note: value at the top dose of about 77 µM; % is set by controls: 0 for no effect and ±100 for the full control effect
Target sequence (P48426 whole entry, looked up): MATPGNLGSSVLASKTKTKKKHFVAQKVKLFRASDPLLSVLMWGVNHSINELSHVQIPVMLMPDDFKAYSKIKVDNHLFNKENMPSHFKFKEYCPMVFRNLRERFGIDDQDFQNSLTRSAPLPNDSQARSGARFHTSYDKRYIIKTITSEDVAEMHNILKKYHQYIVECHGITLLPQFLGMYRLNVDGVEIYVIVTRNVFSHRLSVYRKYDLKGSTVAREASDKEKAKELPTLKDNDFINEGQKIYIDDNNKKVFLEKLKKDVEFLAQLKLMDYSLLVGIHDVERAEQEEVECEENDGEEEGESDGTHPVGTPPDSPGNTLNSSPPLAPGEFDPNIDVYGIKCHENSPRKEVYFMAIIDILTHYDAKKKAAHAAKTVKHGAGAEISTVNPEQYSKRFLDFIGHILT
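qHTS, 1536-well: enzyme/substrate mix, compound by pin tool, 5 microM ATP final; RT 60 min; ADP-Glo reagents 1 (45 min) then 2 (30 min); luminescence.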
EPAC1 agonist – activates human EPAC1 exchange factor | EPAC1 agonist qHTS, biochemical assay; response scale: 100% = response to 6.5 mM cAMP | Potency, µM (doses to about 154 µM), for the others: top-dose activation, hits mostly activators | 0.073% of 360,000 active; note: potency is the fitted concentration of half-maximal effect; nearly all actives have a fitted effect of over 60% in size
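Nucleotide exchange by EPAC1 (100 nM) on Rap1B–BODIPY-GDP (250 nM) in the presence of 50 uM GDP is tracked fluorescently at 480/540 nm over 30 min. Signals are normalized to a 6.5 mM cAMP control.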
WRN inhibitor – inhibitors of human WRN helicase. Q14191. WRN helicase unwinding, fluorescent forked duplex, kinetic. Potency, µM (highest dose often 114 µM), without a hit: at the highest dose activity change, negative = inhibition, actives largely listed as inhibitors. 0.46% of 360,000 active. AID 651768; note: potency is the fitted concentration of half-maximal effect; % is set by controls: 0 for no effect and ±100 for the full control effect; nearly all actives have a fitted effect of over 55% in size
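Kinetic red-fluorescence monitoring (525/598 nm) tracks WRN helicase activity after 100 nM fluorophore-quencher forked duplex and 2 mM ATP are added to 20 nM enzyme pretreated 15 min at room temperature with compound.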
EPAC1 antag – EPAC1 (human) antagonism. O95398. EPAC1 GEF assay, Rap1b-BODIPY-GDP exchange fluorescence. Potency, µM (titrated, usually from 115 µM), for inactives: top-dose activity change, negative = inhibition, hits mostly inhibitors. 0.14% of 360,000 active;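 note: potency is the fitted concentration of half-maximal effect; plate controls were vehicle for no effect and positive control for full effect; nearly all actives have a fitted effect of over 50% in size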
* = called active by the depositor; ? = inconclusive; / = not tested or not shown; & = joins results of further samples; [ ] = another dose, or the depositor's remark. Unless noted, calls come from the whole dose curve; as a rule, active = well fitted curve in the direction sought with a large enough effect; inconclusive = small, poorly fitted or top-dose-only effect, or another doubt; inactive = no such curve, though single readings can be large; an effect the other way counts as inactive or inconclusive. Compounds as they come; 4.1% or so of the library scored in one or more.

SMILES | Abeta yeast res | IL-2 act | FUS yeast rescue | PLK1 PBD block | PI5P4Ka inh | EPAC1 agonist | WRN inhibitor | EPAC1 antag
CCN(C(=O)c1ccc2c(c1)OCO2)C1CCS(=O)(=O)C1 (centres undefined) | -5.8% | -0.6 | -1.1% | -2.0% | 0.6 | 7.6% | -12.7% | -7.8%
COC(=O)C1=C(N)Oc2cc(C)n(CCc3ccccc3)c(=O)c2C1c1cccnc1 (centres undefined) | 11.4% | -0.8 | 11.5% | -4.6% | 1.4 | 0.0% | 3.5%[57.1 µM] | -1.0%
O=C(O)C1CC=CCC1C(=O)NCc1ccccc1 (centres undefined) | -2.3% | -3.7 | 9.5% | -2.7% | / | 0.3% | 6.5% | 4.2%
COc1ccc(-c2nnc(NC(=O)c3ccc(F)cc3)o2)cc1 | ? | 2.9 | -5.4% | -1.5% | -5.0 | -0.2% | -7.2% | 1.0%
CCOC(=O)N1CCN(C(=O)C2CCCCC2)CC1 | -2.5% | 0.0 | 9.5% | -13.3% | -3.9 | 3.5% | 2.1% | 5.3%
O=C(O)C1CC=CCC1C(=O)Nc1cccc(F)c1 (centres undefined) | 7.4% | -1.3 | 0.5% | -1.5% | / | 6.9% | -18.0% | 1.5%
Cc1ccc(NC(=O)COC(=O)CCC(=O)c2cccs2)cc1C | -13.5% | -1.1 | 16.0% | -2.1% | -4.8 | -6.5% | 6.7% | -27.8%
O=C(COC(=O)c1ccccn1)NCc1ccccc1 | -3.0% | 1.6 | -9.6% | -5.9% | / | 3.6% | 3.8% | 10.2%
O=C(CCC1CCCCC1)NCCS(=O)(=O)N1CCN(c2ccccc2F)CC1 | 1.2% | 2.7 | -9.1% | -6.1% | 20.5 | 1.7% | 12.2% | 4.5%
CC(=O)c1cccc(NC(=O)C(=O)Nc2cccc3ccccc23)c1 | -4.7% | -5.6 | -7.7% | -18.4% | 1.5 | 1.3% | -10.8% | 0.8%
COC(=O)c1ccc(S(=O)(=O)c2ccc([N+](=O)[O-])cc2)cc1 | 2.2% | 0.3 | -2.8% | 1.4% | 10.7 | -3.9% | -3.4% | -12.9%
COc1ccc(-c2nc(-c3cccc(C)c3)nc(N3CCN(C)CC3)c2C#N)cc1 | 11.6% | 0.3 | 3.2% | -1.6% | -0.6 | 3.4% | -28.8%[57.1 µM] | -4.9%
CC(=O)c1sccc1NC(=O)CC(C)(C)CC(=O)O | -4.2% | -1.2 | -10.1% | -4.6% | 6.2 | -2.1% | 2.1% | -6.0%
C=C(C)COc1ccc2oc(C)c(C(=O)OCCOC)c2c1 | 8.6% | 2.0 | 44.1% | -9.3% | / | 2.0% | 3.7% | -0.1%
CCn1c(O)c(C=NC2CCCC(C)C2C)sc1=S (centres undefined) | -32.0%[inhibitor] | 0.7 | 13.3% | -0.5% | 0.6 | 6.4% | -6.3% | -10.3%
CS(=O)(=O)c1ccc(Cl)c(NC(=O)COC(=O)CCN2C(=O)C3CC=CCC3C2=O)c1 (centres undefined) | -9.1% | -0.6 | -18.1% | 2.7% | -3.1 | -4.6% | 1.4% | 3.1%
CCN(CC(=O)Nc1ccc2c(c1)OCCO2)S(=O)(=O)c1ccccc1 | 14.2% | -0.5 | 11.2% | -11.3% | -4.4 | -14.4% | -25.4% | 0.3%
COc1ccc(C(c2sc3nc(C)nn3c2O)N2CCC3(CC2)OCCO3)cc1 (centres undefined) | 4.2% | 5.3 | 8.7% | -1.5% | 2.6 | 2.4% | -10.5% | 14.5%
CC(=O)Nc1ccc(Cc2ccncc2)cc1 | 10.8% | -1.2 | -4.1% | -4.9% | -0.2 | -2.7% | -12.1% | -3.3%
O=C(NCc1ccc(OC(F)(F)F)cc1)C1CC2Cn3c(nc4ccccc43)C2N1Cc1ccccc1 (centres undefined) | 4.7% | -2.9 | 7.5% | -6.4% | 12.4 | -19.3% | 2.2% | -3.8%
Cc1ccc(NC(=O)Cn2c(=O)n(Cc3ccco3)c(=O)c3ccccc32)c(C)c1 | -3.3%&3.0% | -0.6 | ? | -8.2% | -3.9 | -5.3% | -7.5% | -2.6%
O=C(NCCCn1ccnc1)c1nc(Cn2cc([N+](=O)[O-])cn2)no1 | -14.2% | -1.7 | -28.6% | ? | -3.2 | -7.5% | 9.3% | 16.1%
CC(C)CCNC(=O)Cn1c2c(c(-c3ccccc3Cl)cc1=O)CCC2 | -1.0% | -2.3 | ? | -16.6% | -1.1 | -6.7% | 4.1% | -3.4%
CN1CCN(CC#CCC(O)(c2ccccc2)c2ccccc2)CC1 | -3.3% | 0.3 | 8.3% | -16.3% | 5.7 | 0.0% | -33.1% | 7.5%
O=C(NCC1CCCO1)C(C(=O)c1ccc(F)cc1)n1ccccc1=O (centres undefined) | 3.2% | -1.2 | 16.4% | -7.1% | 3.6 | 2.9% | 0.5% | 3.5%
Cc1nn(-c2ccccc2)c2nc(N)c(C(N)=O)cc12 | -2.2% | -3.1 | 14.2% | 1.4% | -7.1 | 2.7% | -3.8% | 4.5%
CCN(CCCCCN(C)C)Cc1cc2ccccc2o1 | 0.7% | -2.1 | -9.2% | 2.8% | -0.9 | 11.2% | 10.2% | -22.9%
CC(C)(C)NC(=O)C(c1ccc(C#N)cc1)n1c(=O)c(-c2ccccc2)nc2ccccc21 (centres undefined) | -2.0% | 0.2 | ? | -18.5% | 1.6 | 7.2% | -4.8% | -12.4%
COc1ccccc1CCc1nnc(CCC(=O)NCCC2CCCCO2)o1 (centres undefined) | 3.6% | -1.2 | -14.1% | 2.2% | -0.8 | -7.9% | 19.3% | -8.2%
C=CCSC1=N/C(=C\c2ccc3c(c2)OCO3)C(=O)S1 | 0.6% | -0.6 | -10.6% | -9.4% | 8.1 | 1.6% | -5.5% | 0.6%
CCN(CC)S(=O)(=O)c1ccc2c(c1)N(CC(=O)NCCCN1CC(C)CC(C)C1)C(=O)CO2 (centres undefined) | -11.5% | -1.9 | 4.3% | 0.0% | -2.8 | -8.8% | -8.6% | 10.8%
CC(O)CO (centres undefined) | 0.0% | -0.2 | -37.7% | -14.2% | 5.0 | -18.5% | -4.3% | -10.9%
CCCCn1nnnc1C1(C)CCC(=O)N1CCCN1CCOCC1 (centres undefined) | -6.4% | -0.5 | -21.4% | -0.6% | 7.2 | -12.9% | -2.5% | -9.2%
CCCCS(=O)(=O)/C=C/[C@H]1[C@H](S(=O)(=O)CCCC)[C@H]2C=C[C@@H]1C2 | 3.9% | -1.2 | 1.0% | -15.8% | 1.3 | -2.1% | -2.3% | 1.9%
Cc1ccc(-c2nc(SCC(=O)NCC3CCCO3)c(-c3ccc(Cl)cc3)[nH]2)cc1 (centres undefined) | 1.8% | -1.7 | -9.3% | -0.1% | 1.5 | -4.1% | 1.6% | -8.7%
O=C(NCc1ccccc1Cl)C1CCN(S(=O)(=O)c2ccc(F)cc2)CC1 | -6.7% | 5.4 | 13.7% | -3.8% | 3.6 | -3.1% | -0.3% | 8.7%
CCOC(=O)C=C1CCN(c2ncc(C(F)(F)F)cc2Cl)CC1 | 4.0% | -2.0 | 1.4% | -4.5% | / | 3.8% | 10.1% | 10.9%
Cc1csc2ncc(C(=O)NCCC(c3ccccc3)c3ccccc3)c(=O)n12 | -23.6% | -0.5 | ? | -2.9% | 0.1 | -18.9% | -14.9% | -0.5%
O=C(O)CCC(=O)N1CCCC1 | -1.7% | 4.4 | -12.0% | -6.2% | 0.5 | 1.5% | -24.9%[57.1 µM] | -26.0%
CS(=O)(=O)O/N=C1\CCCCC1c1ccc([N+](=O)[O-])cc1[N+](=O)[O-] (centres undefined) | 3.4% | -0.3 | 40.1% | -23.7% | 1.4 | 3.6% | -3.7% | -5.2%
Cc1ccccc1-n1nnc2c(=O)oc3ccccc3c21 | 20.8% | -0.6 | -43.4% | -1.1% | -4.2 | -9.3% | 0.4% | 9.2%
COc1ccc(/C(N)=N/OC(=O)Cc2ccc(OC)c(OC)c2)cc1 | -7.2% | -3.8 | 16.4% | -4.0% | / | 19.1% | 0.5% | 1.4%
CN=c1sc(C(=O)Nc2cccc(Cl)c2)cc(=O)n1C | 15.5% | -2.4 | -12.5% | ? | -62.3* | 5.8% | -14.5% | 3.4%
COc1ccccc1C(=O)Nc1ccccc1N1CCOCC1 | 8.3% | -0.2 | -11.7% | -18.3% | 8.1 | 19.4% | -4.0% | 0.0%
O=C(NCc1ccc(Cl)cc1Cl)c1ccc2nc[nH]c2c1 | 5.7% | 3.9 | 12.4% | 5.6% | -19.1 | 3.6% | -1.8%[57.1 µM] | 28.5%
O=Cc1sc(Nc2ccccc2)nc1Cl | -10.7% | 2.1 | -19.4% | 3.2% | -2.8 | 7.3% | -7.1% | -22.7%
C=CCn1c(SCC(=C)C)nc2c1c(=O)[nH]c(=O)n2C | -22.5% | -0.9 | -19.5% | ? | -0.4 | -4.7% | 1.8% | -10.2%
COc1ccccc1CNC(=O)COC(=O)CNS(=O)(=O)c1ccc(NC(C)=O)cc1 | 12.5% | 0.3 | 1.4% | -10.4% | -0.2 | -0.7% | 2.7% | -5.4%
c1ccc2c3c([nH]c2c1)C1(CCCCC1)NCC3 | -14.4% | 0.1 | -10.6% | -4.0% | -2.7 | -23.1% | 4.6% | -12.1%
CCOC(=O)c1sc2nc(-c3cccnc3)ccc2c1N | 23.7% | 3.4 | 24.2% | -5.8% | -1.5 | 0.1% | -22.9% | -21.1%
CC(C)CC(=O)N1CCN(C(=O)CCC2CCCC2)CC1 | 9.2% | -1.0 | -10.2% | 26.7µM* | -15.3 | 0.9% | 11.4% | -3.9%

Record cards, from the list above. Order of values: Abeta yeast res	IL-2 act	FUS yeast rescue	PLK1 PBD block	PI5P4Ka inh	EPAC1 agonist	WRN inhibitor	EPAC1 antag
Results for `CCOC(=O)c1sc2nc(-c3cccnc3)ccc2c1N` : 23.7%	3.4	24.2%	-5.8%	-1.5	0.1%	-22.9%	-21.1%
Results for `CC(=O)c1cccc(NC(=O)C(=O)Nc2cccc3ccccc23)c1` : -4.7%	-5.6	-7.7%	-18.4%	1.5	1.3%	-10.8%	0.8%
Results for `O=C(O)C1CC=CCC1C(=O)Nc1cccc(F)c1` (centres undefined) : 7.4%	-1.3	0.5%	-1.5%	/	6.9%	-18.0%	1.5%
Results for `O=C(O)C1CC=CCC1C(=O)NCc1ccccc1` (centres undefined) : -2.3%	-3.7	9.5%	-2.7%	/	0.3%	6.5%	4.2%
